FLuc stim CS – firefly luciferase counter-screen for stimulation assays; P08659; ATPlite luciferase biochemical, luminescence, 10 min; 0 = ATP-free wells, 1 = DMSO control; activation factor at 10 µM; 200,000 tested, under 10 active;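 active = luciferase activation factor, scaled between plate controls, of at least 2 with compound at 10 µM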
Target sequence (P08659 whole entry, looked up): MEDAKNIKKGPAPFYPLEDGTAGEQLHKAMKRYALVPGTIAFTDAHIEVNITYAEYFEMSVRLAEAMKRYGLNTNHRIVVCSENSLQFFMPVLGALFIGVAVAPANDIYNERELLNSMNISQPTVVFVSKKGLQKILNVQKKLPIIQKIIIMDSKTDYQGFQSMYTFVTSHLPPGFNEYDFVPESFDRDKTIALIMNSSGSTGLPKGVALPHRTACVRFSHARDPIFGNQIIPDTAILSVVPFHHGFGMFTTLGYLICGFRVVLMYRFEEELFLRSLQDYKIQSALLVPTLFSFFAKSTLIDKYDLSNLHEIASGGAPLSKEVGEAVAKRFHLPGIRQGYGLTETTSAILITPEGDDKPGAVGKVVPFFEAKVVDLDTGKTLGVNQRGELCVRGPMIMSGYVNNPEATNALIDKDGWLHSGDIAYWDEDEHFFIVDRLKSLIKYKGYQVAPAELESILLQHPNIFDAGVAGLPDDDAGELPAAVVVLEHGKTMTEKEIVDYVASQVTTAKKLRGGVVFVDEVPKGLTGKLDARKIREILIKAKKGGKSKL
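System: Luciferase/luciferin detection reagent, cell-free biochemical luciferase assay | Medium: PBS buffer for ATP | Dosing: Test compounds dosed from 2 mM stocks in 100% DMSO | Timing: 10 min at ambient temperature | Signal: Luminescence measurement of luciferase light output | Evaluation: Luciferase activation, seen as luminescence increase over controls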
TNAP inh noacc – inhibitors of human TNAP without phosphate acceptor | purified TNAP, CDP-star luminescence, 30 min | inhibition, % at 20 µM | 0.26% of 200,000 active | AID 1012;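 active = tissue-nonspecific alkaline phosphatase inhibition above about 50% at 20 µM in the single-dose screen, limit read from the data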;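 note: 0% = DMSO negative control and 100% = EDTA positive control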
Target sequence (P05186 whole entry, looked up): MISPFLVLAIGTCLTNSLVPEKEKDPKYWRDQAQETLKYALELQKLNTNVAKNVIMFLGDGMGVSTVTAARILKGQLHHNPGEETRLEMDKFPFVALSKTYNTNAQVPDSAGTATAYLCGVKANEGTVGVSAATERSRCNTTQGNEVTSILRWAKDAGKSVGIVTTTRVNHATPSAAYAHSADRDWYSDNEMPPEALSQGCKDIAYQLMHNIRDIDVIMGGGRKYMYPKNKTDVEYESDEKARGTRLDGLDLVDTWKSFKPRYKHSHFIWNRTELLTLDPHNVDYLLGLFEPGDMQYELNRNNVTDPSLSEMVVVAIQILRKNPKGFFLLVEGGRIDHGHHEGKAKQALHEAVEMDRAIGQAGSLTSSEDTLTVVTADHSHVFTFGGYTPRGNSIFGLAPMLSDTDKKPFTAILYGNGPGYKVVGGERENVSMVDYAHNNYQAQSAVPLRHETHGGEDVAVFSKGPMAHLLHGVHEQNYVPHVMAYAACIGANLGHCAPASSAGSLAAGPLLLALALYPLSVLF
NF-kB expr up – compounds increasing NF-kB expression in human neuronal cells | AID 1239 | 1.6% of 190,000 active | NF-kB reporter expression; hits give high values | fold change at 12.5 µM; in the data active = fold change above about 3.3
FLuc inhib CS – inhibits firefly luciferase, flagging false hits in luciferase inhibition screens; AID 1006; P08659; 1.5% of 200,000 active; ATPLite firefly luciferase biochemical luminescence, 10 min; inhibition, % at 10 µM;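 active = inhibition above about 50% when tested at 10 µM, limit read from the data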
PMI act satM6P – activators of human phosphomannose isomerase at near-saturating mannose 6-phosphate; P34949; activation factor at 20 µM; 0.34% of 190,000 active; coupled PMI enzyme assay, resazurin fluorescence, 20 min; hits give high values; 1 = untreated enzyme, 0 = substrate-free blank; AID 1216;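 active = activation factor of 2 or more at 20 µM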
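Material: human phosphomannose isomerase with PGI, G6PDH, diaphorase coupling enzymes / Reagent: Man-6-P substrate 1.0 mM / Dosing: single compound dose of 20 µM, 1% DMSO final / Incubation: enzyme reaction with compound 20 min at room temperature / Signal: resorufin fluorescence (Ex 544/Em 590 nm) from resazurin via diaphorase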
bIAP act – increases bovine intestinal alkaline phosphatase activity; purified bovine IAP, CDP-star luminescence, 30 min; hits give high values; fold of DMSO-control signal, blank-subtracted; 0.17% of 200,000 active; AID 1016; activation factor at 20 µM;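 active = activation factor of 2 or more at 20 µM, a signal rise over negative controls twice the positive control's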
PMI act – increases human mannose-6-phosphate isomerase activity; 0.005% of 190,000 active; purified human PMI, coupled resazurin fluorescence, 20 min; hits give high values; 1 = vehicle control, 0 substrate-free wells; AID 1214; activation factor at 20 µM;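 active = activation factor of 2 or more at 20 µM, relative to plate controls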
TNAP act hi DEA – activators of human TNAP at high phosphate acceptor concentration | activation factor at 20 µM | 200,000 tested, under 10 active | purified TNAP, CDP-star luminescence, 1 M DEA, 30 min; hits give high values; 0 = EDTA background, 1 = DMSO-only activity;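 active = activation factor at least 2 at 20 µM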
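Test system – human TNAP · Doses – 20 µM single point · Incubation – 30 min, room temperature · Signal – luminescent substrate turnover signal · Read-out basis – activation factor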
TNAP inh hiacc – blocks human TNAP under high phosphate acceptor concentration | P05186 | purified TNAP, CDP-star luminescence, 1 M DEA | inhibition, % at 20 µM | 0.03% of 200,000 active;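 active = over 50% inhibition of tissue-nonspecific alkaline phosphatase at 20 µM in the single-dose screen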;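 note: plate controls were DMSO wells for no effect and EDTA-quenched wells as full inhibition for full effect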
APP 5'UTR act – APP 5'UTR luciferase reporter activation | SH-SY5Y APP 5'UTR luciferase reporter, luminescence; zero percent = DMSO vehicle wells | activation, % at 2 µM | 1% of 190,000 active;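 active = activation above a set limit, based on mean plus 3 SD of controls, cut at about 140% in these data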; note: values of inactives mirror those of a sister screen read the other way
* = called active by the depositor; x = no result given.

SMILES	FLuc stim CS	TNAP inh noacc	NF-kB expr up	FLuc inhib CS	PMI act satM6P	bIAP act	PMI act	TNAP act hi DEA	TNAP inh hiacc	APP 5'UTR act
CCN(CC)C(=O)C[n+]1cccc(C(N)=O)c1	1	-13	1.1	-5	1	1	0.9	1	-1	15
CN(C)/C=C(\C#N)C(=O)Nc1ccc(F)cc1	1	-10	1.7	-4	1	1	1	1	-4	28
COc1ccc(O)c(-c2cc(-c3ccccc3[N+](=O)[O-])[nH]n2)c1	1	-107	1.6	-2	0.9	1	0.7	0.9	6	5
O=C1NC(=O)c2cc(NC(=O)C3COc4ccccc4O3)ccc21 (configuration not stated)	1	-6	1.1	3	0.9	1	0.9	1.1	-5	-7
Cc1cc(SCC(=O)OCC(=O)c2c(N)n(C)c(=O)n(C)c2=O)c(C)cc1Br	1.1	-5	1.1	-6	1	0.9	1	1	0	20
Cc1cc(C)n(CC(O)CN2C(=O)NC(C)(C)C2=O)n1 (configuration not stated)	1.1	-2	1.1	-6	1.1	1	1.1	1.1	-6	x
CCCCC1C(C#N)=C(C)NC2=C1C(=O)CC(C)(C)C2 (configuration not stated)	1	-10	1.1	-3	0.9	1.1	0.9	1	-2	-2
O=C1OCCC1N1C(=O)c2ccccc2S1(=O)=O (configuration not stated)	1.1	-14	1.2	-7	1.1	0.9	1	1.1	-6	-4
O=C(CCl)Nc1cccc(S(=O)(=O)N2CCCCCC2)c1	1	-8	1.7	-4	1	1	1	1	3	36
Cn1nnnc1SCC(=O)Nc1ccccc1-c1ccccc1	1	-11	1.1	-2	1	0.9	0.9	1.1	-6	1
COc1cccc(-c2nnc3sc(-c4ccco4)nn23)c1	1	-6	1.8	4	1.1	1	1	1.1	-6	52
O=C(Nc1ccc(/C=C/c2nc3ccccc3o2)cc1)c1c(F)cccc1F	0.8	-7	2.1	18	0.8	1.1	0.8	1	-3	208*
CCn1c(=O)c2ccccc2n2c(SCC(=O)NCc3cccs3)nnc12	1.1	-11	1.1	-5	0.9	1	0.9	1.1	-6	4
CCOC(=O)CC(=O)CSc1ncnc2c1oc1ccccc12	0.9	-7	1.2	5	1	0.9	0.9	1	0	25
CCn1nnnc1SCC(=O)Nc1ccc2c(c1)OCO2	1	-9	1.4	-4	1	0.9	1	1	-1	10
Cn1ccsc1=NC(=O)c1ccccc1F	1	-11	1.8	-3	1.1	1	1.1	1	-2	5
Cc1ccc(S(=O)(=O)NNC(=O)CCCCC(=O)NNS(=O)(=O)c2ccc(C)cc2)cc1	1	-3	1.1	-4	1.1	1.1	1.3	1	1	-1
CC(/C=C1\SC(=S)N(NC(=O)c2ccc(O)cc2)C1=O)=C\c1ccccc1	1	12	0.99	4	0.8	1	0.8	0.9	7	15
CCCS(=O)(=O)N1CCCC(C(=O)NCCN2CCC(Cc3ccccc3)CC2)C1 (configuration not stated)	1.1	-10	1.2	-8	1	1.1	1	1	-4	x
Cc1oc2ccc(O)c(CN(C)C)c2c1C(=O)c1ccccc1	1.1	0	1	-6	x	1.2	x	1	-2	12

Molecules from the list above with a furan ring, fused or not:
SMILES	FLuc stim CS	TNAP inh noacc	NF-kB expr up	FLuc inhib CS	PMI act satM6P	bIAP act	PMI act	TNAP act hi DEA	TNAP inh hiacc	APP 5'UTR act
COc1cccc(-c2nnc3sc(-c4ccco4)nn23)c1	1	-6	1.8	4	1.1	1	1	1.1	-6	52
CCOC(=O)CC(=O)CSc1ncnc2c1oc1ccccc12	0.9	-7	1.2	5	1	0.9	0.9	1	0	25
Cc1oc2ccc(O)c(CN(C)C)c2c1C(=O)c1ccccc1	1.1	0	1	-6	x	1.2	x	1	-2	12

Copied from the results shown (three entries):
SMILES	FLuc stim CS	TNAP inh noacc	NF-kB expr up	FLuc inhib CS	PMI act satM6P	bIAP act	PMI act	TNAP act hi DEA	TNAP inh hiacc	APP 5'UTR act
CCN(CC)C(=O)C[n+]1cccc(C(N)=O)c1	1	-13	1.1	-5	1	1	0.9	1	-1	15
CN(C)/C=C(\C#N)C(=O)Nc1ccc(F)cc1	1	-10	1.7	-4	1	1	1	1	-4	28
COc1ccc(O)c(-c2cc(-c3ccccc3[N+](=O)[O-])[nH]n2)c1	1	-107	1.6	-2	0.9	1	0.7	0.9	6	5

Following part.
SMILES	FLuc stim CS	TNAP inh noacc	NF-kB expr up	FLuc inhib CS	PMI act satM6P	bIAP act	PMI act	TNAP act hi DEA	TNAP inh hiacc	APP 5'UTR act
Cn1c(C(=O)N2CCN(c3nc4ccccc4s3)CC2)cc2sccc21	1	-8	1.1	-1	1.1	0.9	1	1	-2	-1
Cc1c(CN(C)C(=O)c2nn(C)cc2[N+](=O)[O-])cnn1C	1	-3	1.1	-5	1	1	1	1	0	19
COc1cccc(C(=O)Cn2c(N3CCOCC3)nc3c2c(=O)n(C)c(=O)n3C)c1	1	-8	1.4	-2	0.8	0.9	0.9	0.9	9	11
C=CCn1c(SCc2c(C)noc2C)nc2sc3c(c2c1=O)CCC(C)C3 (configuration not stated)	1.1	-8	1.3	-10	0.8	1	0.8	1.1	-6	1
Cc1cccc(NC(=O)c2ccoc2C)n1	1	-14	1.3	-1	0.9	0.8	0.9	1	-3	16
COc1ccc(-c2ccc(/C=C3/C(=N)N4C(C)=CSC4=NC3=O)o2)c([N+](=O)[O-])c1	1	16	1	-4	0.5	0.9	0.8	0.7	26	0
CCCN(CCC)S(=O)(=O)c1ccc(C(=O)Nc2cc3oc4ccccc4c3cc2OC)cc1	1	-7	1.1	-4	0.9	0.9	0.8	1	-3	24
COC(=O)c1ccc(N2CCOCC2)c(F)c1	1	-18	1	1	1	0.9	1	1.1	-7	25
CCCCCCC(=O)N(O)C1CC(=O)N(Cc2ccccc2)C1=O (configuration not stated)	1.1	-6	1.4	-6	1.2	1	1.1	1	-4	0
COCCn1c(SCC(N)=O)nc2c(c1=O)SC(C)C2 (configuration not stated)	1	-7	1	-1	0.9	0.9	0.9	1	-2	16
O=C(Nc1ccccc1)c1cc(-n2cnnc2)ccc1Cl	1	-11	1	4	1.1	1.1	1	1.1	-7	13
CCOc1c(Cl)cc(CNC(C)(C)CC(C)(C)C)cc1OC	1	-8	0.93	-2	1	1	1	1	-3	18
COCCCNC(=O)COc1ccc(S(=O)(=O)Nc2ccccc2)cc1	1	-11	0.99	0	0.8	1	0.9	1.1	-5	19
COc1ccccc1NC(=O)CCCC(=O)OCC(F)(F)C(F)F	1	-8	1.3	-1	1	0.9	0.9	1	-1	-6
COC(=O)CNC(=O)c1c(-c2ccccc2Cl)noc1C	1	-11	0.97	-4	1	0.9	0.9	1	-5	8
O=C(CN1CCOCC1)N/N=C/C(Br)=C\c1ccccc1	1	-12	1.2	-3	0.8	0.9	0.9	1	0	-18
CC(=O)N1c2ccccc2Oc2cc3ccccc3cc21	1	-12	1.6	-2	0.9	1.1	0.7	1	2	x
COc1ccc(-n2c(SC3CCOC3=O)nc3ccccc32)cc1 (configuration not stated)	1	-12	0.92	-5	1	0.8	1	1	-2	8
CCc1c(C(=O)NNC(=S)NCc2ccccc2)csc1C	1.1	-95	0.95	-6	1	1	1	1	-3	5
O=C(Cn1c(=O)oc2cc(S(=O)(=O)N3CCCC3)ccc21)N1CCc2ccccc2C1	1	-20	1	0	0.9	1	0.8	1.1	-5	-3
COc1cc(CNc2ccc(C(=O)O)cc2)cc(Br)c1OCC(=O)NC(C)(C)C	1	-7	1	-3	0.9	0.9	1	1	-3	-4
COc1ccc(C(=O)C(OC(=O)c2ccccc2Cl)c2ccccc2)cc1 (configuration not stated)	1.1	-15	1.5	-6	1	0.9	0.9	1	-3	26
Cc1cccc(C)c1NC(=O)CN(C)C(=O)C(c1ccccc1)c1ccccc1	1.1	-15	1.1	-8	0.9	0.9	0.9	1	-5	14
COC(=O)c1cc2occc2n1CC(=O)Nc1cc(OC)cc(OC)c1	1.1	-13	1.1	-8	1	0.9	1	1.1	-8	0
CC(C)NC(=O)NC(=O)COC(=O)c1ccc(S(=O)(=O)Nc2ccccc2)cc1	1.1	-10	0.98	-6	0.9	1.1	1	1.1	-6	-12
O=C(Nc1nc(-c2cc(Cl)sc2Cl)cs1)c1ccccc1	1	4	1.5	3	0.9	0.7	0.9	0.9	8	15
CN(C)/C=N/c1nc2nccc(-c3ccccc3)n2n1	0.9	-6	1.3	6	1.1	1	1.1	0.9	6	-2
CC(=O)N1[C@H](Cc2ccccc2)C=C[C@]1(C)C(=O)NCc1ccc(C)o1	0.9	-8	1.3	6	1.2	1.2	1.3	1	-3	6
CCOC(=O)c1cnn(-c2ccccc2)c1-n1cccc1C(=O)C(=O)Nc1ccc(F)cc1	1	8	1.1	-2	0.9	1	0.9	1	-1	4
O=C(Cc1ccccc1)c1c[nH]c(C(=O)NC2CCCC2)c1	0.8	-12	1.1	19	1	1.1	1.1	1	-2	12
O=[N+]([O-])c1cccc(-c2nnc(C34CC5CC(CC(C5)C3)C4)o2)c1	1	-10	1.3	-4	0.9	0.7	0.8	1	3	-2
Cc1cccc(CSc2ncnc3nc[nH]c23)c1	1	-41	1.7	1	0.8	1.5	0.9	1.1	-6	-1
Cn1c(-c2ccccc2)c(C(=O)CC#N)c2ccccc21	1	-7	1	-5	1	1	1	1	-2	14
CCC1C/C(=C/c2ccco2)C(=O)/C(=C/c2ccco2)C1 (configuration not stated)	1.1	1	1	-9	1.3	0.9	1.2	0.9	7	21
CCC(C)(C)NC(=O)C(c1ccc(C)cc1)N(Cc1cccs1)C(=O)c1ccc2c(c1)OCCO2 (configuration not stated)	1	13	1.1	-5	0.9	1.1	0.9	1	0	1
COc1cc(/C=C(\C#N)C(=O)NCC2CCCO2)ccc1OCC(=O)O (configuration not stated)	1.1	-3	1	-6	0.9	0.9	0.9	1	-3	5
Cc1cccc(N2CCN(C(=O)CSc3ccsc3[N+](=O)[O-])CC2C)c1 (configuration not stated)	0.9	1	1.1	5	1	0.7	0.9	0.9	8	-6
CC1(C)CC(NCc2ccccc2)CCO1 (configuration not stated)	1	-3	1.2	-2	1	1	1.1	1	2	11
Cc1ccc(NC(=O)CCC(=O)n2nc(C)cc2C)c(C)c1	1.1	-2	1.2	-8	1.1	0.9	1.1	1	-3	-8
Cc1ccc(-c2nn(CC(=O)Nc3ccc4c(c3)nc3n4CCOC3)c(=O)c3ccccc23)cc1	1	-8	1.1	2	1	1.2	1	1	-2	-12
CCc1ccc(N2CC34C=CC(O3)C(C(=O)OC)C4C2=O)cc1 (configuration not stated)	1	-12	0.93	1	0.8	0.9	0.8	1	0	15
CC(C)(C)NC(=O)CSc1nnc(C2CC2)n1-c1ccccc1	1.1	-15	1.4	-6	1.1	0.9	1.1	1.1	-7	-3
CNc1nc(SCc2ccccc2)nc(N2CCOCC2)n1	1	-15	1.2	-2	1	1	0.9	1	-4	25
Cc1[nH]c(C(=O)N/N=C/c2ccc(N(C)C)cc2)c(C)c1C(=O)N/N=C/c1ccc(N(C)C)cc1	0.9	-20	1.6	5	0.9	1.2	1	1	-5	-5
CC(Oc1ccc(Cl)cc1Cl)C(=O)NN=C1CCN(C)CC1 (configuration not stated)	1	2	0.98	1	1	1.1	1	0.9	6	2
